Source: PubChem BioAssay (several laboratories)
Yeast lifespan up: extends the lifespan of yeast. actives 0.68% (n = 130,000). S. cerevisiae growth with nicotinamide, OD615; deaD strain in restrictive glucose medium. AID 775. inhibition of the nicotinamide effect, % at 10 µM;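 active = inhibition above a set limit, placed 3 SD over the median of all compounds, cut at about 26% in these data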;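 also: 0% = nicotinamide-treated wells and 100% = cells grown without nicotinamide; some compounds called inactive have numbers as strong as hits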
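Assay system: engineered S. cerevisiae DeaD replicative-lifespan strain, galactose-grown log-phase cells; medium: restrictive CSMM-D dextrose medium; also added: nicotinamide, 1.5 mM, co-present with compound; schedule: 48 h compound exposure at 30 °C, humidified; detection: absorbance at 615 nm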
Yeast growth inh: chemicals that inhibit yeast BB579 growth in restrictive medium (lifespan-shortening candidates); actives 0.51% (n = 140,000); AID 804; inhibition, % at 10 µM; S. cerevisiae BB579 growth, OD615, 48 h;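 active = inhibition above a set limit, 3 SD over the mean compound inhibition, cut at about 44% in these data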; also: inactives centre near -24
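System: Saccharomyces cerevisiae DeaD strain BB579, replicative lifespan model yeast | Buffer or medium: Restrictive glucose-based CSMM-D medium | Times: 4 h preincubation and 48 h exposure at 30 °C | Detection: OD615 turbidity measurement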
GALR2 blocker: blocks the human galanin receptor 2; GALR2-expressing cells, antagonist mode; actives 0.39% (n = 140,000); inhibition, % at 4 µM; O43603; AID 828; in the data active = inhibition above about 27%;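 also: cells stimulated with galanin 1-16 at roughly its EC80; 0% = agonist challenge control and 100% = basal control without agonist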
Target sequence (O43603 whole entry, looked up): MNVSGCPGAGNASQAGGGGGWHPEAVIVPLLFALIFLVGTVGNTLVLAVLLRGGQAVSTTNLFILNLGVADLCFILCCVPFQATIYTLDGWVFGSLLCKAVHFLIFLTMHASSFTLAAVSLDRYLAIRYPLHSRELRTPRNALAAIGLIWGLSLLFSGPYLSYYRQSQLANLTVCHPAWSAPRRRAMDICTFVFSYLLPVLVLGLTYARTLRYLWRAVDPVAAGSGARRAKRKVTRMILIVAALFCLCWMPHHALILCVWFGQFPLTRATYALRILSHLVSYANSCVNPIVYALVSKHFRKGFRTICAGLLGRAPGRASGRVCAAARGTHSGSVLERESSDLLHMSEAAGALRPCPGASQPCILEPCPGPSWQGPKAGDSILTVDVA
Measles CPE: protection of cells from measles virus; Measles virus-infected cells, CPE protection, absorbance; protection (pct of control), % at 4 µM; actives 1.5% (n = 140,000); in the data active = protection mostly above about 24%, no sharp cut-off; inactive = mostly below about 26%; also: some compounds called inactive have numbers as strong as hits
bCat KO growth: beta-catenin-lacking colon tumor cell growth suppression; viability, % at 10 µM; actives 1.5% (n = 140,000); HCT116 beta-catenin knockout viability, CellTiter-Glo, 60 h; hits give low values;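 active = viability at or under a set limit, the compound median less 4 SD, cut at about 6% in these data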;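 also: 0% = Hyamine 1622 control at 20 µM and 100% = untreated cell control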
HCT116 PTEN-null: suppresses growth of cells with PTEN deletion | HCT116 PTEN-null viability, CellTiter-Glo, 60 h; hits give low values | viability, % at 10 µM | actives 1.2% (n = 140,000);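 active = viability at or below a set limit, 4 SD under the median of all tested compounds, cut at about 3.7% in these data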;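 also: PTEN knockout HCT116 line with beta catenin targeted HCT116 as companion control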
MRP-1 activ: activates MRP-1; viability increase, % at 10 µM; H69AR cells + doxorubicin, viability rescue, CellTiter-Glo; actives 0.61% (n = 140,000);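 active = viability gain under doxorubicin at or above a set limit, the compound median plus 3 SD, cut at about 4.7% in these data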;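 also: MRP-1 overexpressing cells given doxorubicin 25 µM after compound pretreatment; 18-22 h compound pretreatment then 72 h with doxorubicin before readout; 0% = doxorubicin-only wells and 100% = vehicle-treated cells without doxorubicin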
NPY Y2 blocker: blocks the human neuropeptide Y Y2 receptor; P49146; NPY-Y2 expressing cells, antagonist mode; inhibition, % at 2.7 µM; actives 0.99% (n = 140,000); AID 793; in the data active = inhibition above about 17%;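 also: 0% = vehicle with agonist challenge and 100% = reference antagonist with challenge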
Target sequence (P49146 whole entry, looked up): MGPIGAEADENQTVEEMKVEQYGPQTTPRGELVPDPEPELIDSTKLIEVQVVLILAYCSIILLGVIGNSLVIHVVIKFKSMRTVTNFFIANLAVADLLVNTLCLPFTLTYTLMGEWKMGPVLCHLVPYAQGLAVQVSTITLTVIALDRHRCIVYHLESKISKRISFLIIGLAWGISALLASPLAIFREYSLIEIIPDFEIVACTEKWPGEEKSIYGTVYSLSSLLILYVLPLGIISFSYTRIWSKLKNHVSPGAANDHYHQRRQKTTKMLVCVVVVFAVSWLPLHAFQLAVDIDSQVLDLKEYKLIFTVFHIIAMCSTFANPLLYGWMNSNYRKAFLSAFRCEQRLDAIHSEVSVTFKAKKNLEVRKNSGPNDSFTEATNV
E-sel TNF inh: TNF alpha driven E-selectin expression inhibition. HUVEC TNFa-induced E-selectin immunofluorescence, high content. actives 0.71% (n = 120,000). AID 1246. inhibition, % at 2 µM;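 active = inhibition above the batch mean plus 3 SD, and confirmed as a hit on visual image review, cut at about 43% in these data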;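 also: 0% = TNF-stimulated DMSO wells and 100% = unstimulated control wells; not every result past the cut was called active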
Phagocyt inh: macrophage phagocytosis inhibition; AID 1029; actives 0.07% (n = 110,000); J774A.1 macrophage IgG-bead phagocytosis, imaging; inhibition, % at 5 µM;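 active = inhibition above the mean of the plate negative controls plus 5 SD, cut at about 13% in these data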;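 also: phagocytic index as fraction of beads internalized from green versus red external bead signal; plate controls were DMSO negative control for no effect and cytochalasin-D positive control for full effect; some results beyond the cut were filed as inactive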
Active calls of the source: *.

For CC1(C)OC(=O)C(=CNCC(O)c2ccccc2)C(=O)O1 (stereo not given) the results were Yeast lifespan up -13, Yeast growth inh -21, GALR2 blocker 5, Measles CPE 1, bCat KO growth 84, HCT116 PTEN-null 81, MRP-1 activ -1.7, NPY Y2 blocker 0 and E-sel TNF inh -14.
Cn1c(NC(=O)C[n+]2cc(-c3ccc(Cl)c(Cl)c3)n3c2CCC3)cc(=O)n(C)c1=O was read as Yeast lifespan up 7, Yeast growth inh -26, GALR2 blocker -7, Measles CPE 30, bCat KO growth 87, HCT116 PTEN-null 85, MRP-1 activ -1.7 and NPY Y2 blocker 1.
`CCCCS(=O)(=O)NC1=NCN(CC)CN1` gave Yeast lifespan up -2, Yeast growth inh -8, GALR2 blocker -15, Measles CPE 18, bCat KO growth 94, HCT116 PTEN-null 104, MRP-1 activ 1.1 and NPY Y2 blocker -1.
`NC(N)=N/N=C/c1ccc(OCc2ccc(Cl)cc2Cl)cc1` gave Yeast lifespan up -35, Yeast growth inh 99*, GALR2 blocker 9, Measles CPE 1, bCat KO growth 1.6*, HCT116 PTEN-null 1.6*, MRP-1 activ -5.8, NPY Y2 blocker 3 and E-sel TNF inh 26.
For O=S1(=O)CCN2C(=N1)Sc1c2ccc2c1CCCC2 the results were Yeast lifespan up -10, Yeast growth inh -20, GALR2 blocker -8, Measles CPE 11, bCat KO growth 97, HCT116 PTEN-null 102, MRP-1 activ 4.3, NPY Y2 blocker 1, E-sel TNF inh -19 and Phagocyt inh 0.
CCCCC(CC)CNC(=O)c1[nH]c(C)c(C(C)=O)c1C (stereo not given) was read as Yeast lifespan up -10, Yeast growth inh -15, GALR2 blocker 3, Measles CPE 23, bCat KO growth 38, HCT116 PTEN-null 62, MRP-1 activ 1.2, NPY Y2 blocker 3 and Phagocyt inh -1.
Screening COc1ccc(OC)c(NC(=O)CCNS(=O)(=O)c2ccc3c(c2)oc(=O)n3C)c1 returned Yeast lifespan up 4, Yeast growth inh -28, GALR2 blocker 12, Measles CPE 3, bCat KO growth 96, HCT116 PTEN-null 92, MRP-1 activ -1.5, NPY Y2 blocker 0, E-sel TNF inh -17 and Phagocyt inh 1.
For CSc1nc2ccc(S(=O)(=O)Nc3c(C)n(C)n(-c4ccccc4)c3=O)cc2s1 the results were Yeast lifespan up -6, Yeast growth inh -54, GALR2 blocker -5, Measles CPE 2, bCat KO growth 103, HCT116 PTEN-null 102, MRP-1 activ -0.9, NPY Y2 blocker 7, E-sel TNF inh -9 and Phagocyt inh 1.
Cc1cc(C)n2c(SCCC(C)C)nnc2n1 was read as Yeast lifespan up -10, Yeast growth inh -56, GALR2 blocker -15, Measles CPE 2, bCat KO growth 90, HCT116 PTEN-null 100, MRP-1 activ -0.9, NPY Y2 blocker 0 and Phagocyt inh 3.
`CCn1cc(C(=O)NCC2COc3ccccc3O2)c2cc(OC)c(OC)cc2c1=O` (stereo not given) gave Yeast lifespan up -11, Yeast growth inh -27, GALR2 blocker -9, Measles CPE 2, bCat KO growth 85, HCT116 PTEN-null 87, MRP-1 activ -1.2, NPY Y2 blocker 2 and E-sel TNF inh -10.
`CCOC(=O)CNC(=O)CSc1nc2sc(C)c(C)c2c(=O)n1C` gave Yeast lifespan up -11, Yeast growth inh -39, GALR2 blocker 12, Measles CPE 18, bCat KO growth 96, HCT116 PTEN-null 106, MRP-1 activ -1.1, NPY Y2 blocker -1 and Phagocyt inh -1.
`COC(=O)c1ccc(COC(=O)c2ccc(S(=O)(=O)N3CCC(C)CC3)cc2)o1` gave Yeast lifespan up 1, Yeast growth inh -24, GALR2 blocker -9, Measles CPE 7, bCat KO growth 89, HCT116 PTEN-null 104, MRP-1 activ -2.5, NPY Y2 blocker 3 and E-sel TNF inh 10.
For COc1cc2c(cc1OC)CN(CC(=O)Nc1ccc(C)cc1)CC2 the results were Yeast lifespan up -12, Yeast growth inh -12, GALR2 blocker -6, Measles CPE 4, bCat KO growth 98, HCT116 PTEN-null 87, MRP-1 activ -0.8, NPY Y2 blocker 3, E-sel TNF inh 1 and Phagocyt inh 0.
CC(C)CNS(=O)(=O)c1cc(C(=O)N2CC(C)OC(C)C2)c(Cl)cc1Cl (stereo not given) was read as Yeast lifespan up -10, Yeast growth inh -34, GALR2 blocker 5, Measles CPE 7, bCat KO growth 91, HCT116 PTEN-null 96, MRP-1 activ -1.1, NPY Y2 blocker -1 and E-sel TNF inh 2.
O=C(NC(=S)Nn1cnnc1)c1cccc(Br)c1 was read as Yeast lifespan up 14, Yeast growth inh -46, GALR2 blocker -19, Measles CPE 8, bCat KO growth 89, HCT116 PTEN-null 95, MRP-1 activ -1.0, NPY Y2 blocker 2 and Phagocyt inh -2.
For Cc1oc(C(C)(C)C)cc1C(=O)Nc1ccc2c(c1)OCCO2 the results were Yeast lifespan up -19, Yeast growth inh -12, GALR2 blocker 1, Measles CPE 12, bCat KO growth 90, HCT116 PTEN-null 81, MRP-1 activ 1.5, NPY Y2 blocker 3, E-sel TNF inh 9 and Phagocyt inh -2.
For Cc1ccc(CCCOC(=O)C[N+]2(C)CCCC2)cc1 the results were Yeast lifespan up 1, Yeast growth inh -53, GALR2 blocker -1, Measles CPE 9, bCat KO growth 97, HCT116 PTEN-null 96, MRP-1 activ -1.9, NPY Y2 blocker 2, E-sel TNF inh -4 and Phagocyt inh -9.
CSc1nc2sc3c(c2c(=O)n1C1CCCCC1)CCN(C)C3 was read as Yeast lifespan up 8, Yeast growth inh -30, GALR2 blocker -2, Measles CPE 13, bCat KO growth 78, HCT116 PTEN-null 91, MRP-1 activ -3.4, NPY Y2 blocker 4, E-sel TNF inh -29 and Phagocyt inh 0.
For COc1cccc(CN(CC(=O)NCC2CCCO2)C(=O)CCC(=O)Nc2cc(C)on2)c1 (stereo not given) the results were Yeast lifespan up -8, Yeast growth inh -41, GALR2 blocker 3, Measles CPE 7, bCat KO growth 92, HCT116 PTEN-null 98, MRP-1 activ 0.4, NPY Y2 blocker 2 and Phagocyt inh -1.
For CCOc1ccc(C(=O)CSc2nnc(N)s2)cc1 the results were Yeast lifespan up -14, Yeast growth inh -35, GALR2 blocker -6, Measles CPE 3, bCat KO growth 76, HCT116 PTEN-null 94, MRP-1 activ 0.1, NPY Y2 blocker 1 and Phagocyt inh -1.
`Cc1sc2nc(CN3CCOCC3)nc(NS(=O)(=O)c3ccccc3)c2c1C` gave Yeast lifespan up 4, Yeast growth inh 21, GALR2 blocker -5, Measles CPE 6, bCat KO growth 99, HCT116 PTEN-null 97, MRP-1 activ -1.8, NPY Y2 blocker 3, E-sel TNF inh 4 and Phagocyt inh 2.
COc1ccc(Cc2nnc(SCc3c(C)noc3C)n2C2CCCCC2)cc1OC was read as Yeast lifespan up -9, Yeast growth inh 12, GALR2 blocker -12, Measles CPE 7, bCat KO growth 86, HCT116 PTEN-null 97, MRP-1 activ -0.8, NPY Y2 blocker 5 and Phagocyt inh 0.
COC(=O)N/N=C\c1ccc(-c2cc(Cl)c(Cl)cc2Cl)o1 was read as Yeast lifespan up -6, Yeast growth inh -23, GALR2 blocker -3, Measles CPE 5, bCat KO growth 91, HCT116 PTEN-null 101, MRP-1 activ 4.2, NPY Y2 blocker 8, E-sel TNF inh 7 and Phagocyt inh -8.
Cc1nn(C)cc1-c1n[nH]c(=S)n1-c1ccc(F)cc1 was read as Yeast lifespan up 5, Yeast growth inh -54, GALR2 blocker -15, Measles CPE 26, bCat KO growth 95, HCT116 PTEN-null 102, MRP-1 activ -1.5, NPY Y2 blocker 1 and Phagocyt inh -1.

The list goes on, starting with the last 3 of the part before.
COc1ccc(Cc2nnc(SCc3c(C)noc3C)n2C2CCCCC2)cc1OC was read as Yeast lifespan up -9, Yeast growth inh 12, GALR2 blocker -12, Measles CPE 7, bCat KO growth 86, HCT116 PTEN-null 97, MRP-1 activ -0.8, NPY Y2 blocker 5 and Phagocyt inh 0.
COC(=O)N/N=C\c1ccc(-c2cc(Cl)c(Cl)cc2Cl)o1 was read as Yeast lifespan up -6, Yeast growth inh -23, GALR2 blocker -3, Measles CPE 5, bCat KO growth 91, HCT116 PTEN-null 101, MRP-1 activ 4.2, NPY Y2 blocker 8, E-sel TNF inh 7 and Phagocyt inh -8.
Cc1nn(C)cc1-c1n[nH]c(=S)n1-c1ccc(F)cc1 was read as Yeast lifespan up 5, Yeast growth inh -54, GALR2 blocker -15, Measles CPE 26, bCat KO growth 95, HCT116 PTEN-null 102, MRP-1 activ -1.5, NPY Y2 blocker 1 and Phagocyt inh -1.
Cc1ccc(S(=O)(=O)C2(C(=O)O)CCCC2)cc1C was read as Yeast lifespan up -3, Yeast growth inh -41, GALR2 blocker -9, Measles CPE 3, bCat KO growth 109, HCT116 PTEN-null 100, MRP-1 activ 0.7, NPY Y2 blocker 3 and Phagocyt inh -1.
For COc1cc2ccccc2cc1-c1nnc(COc2ccccc2)o1 the results were Yeast lifespan up -8, Yeast growth inh -3, GALR2 blocker 3, Measles CPE 12, bCat KO growth 90, HCT116 PTEN-null 88, MRP-1 activ -2.1, NPY Y2 blocker 11, E-sel TNF inh 0 and Phagocyt inh 1.
For CCCCc1c(C)nc2ccc(Br)cc2c1SCCC#N the results were Yeast lifespan up 1, Yeast growth inh -34, GALR2 blocker -19, Measles CPE 3, bCat KO growth 10, HCT116 PTEN-null 26, MRP-1 activ -6.3, NPY Y2 blocker 12 and Phagocyt inh -9.
Screening COc1ccccc1Nc1nc(N)nc(CSc2nnc(C)s2)n1 returned Yeast lifespan up -7, Yeast growth inh -2, GALR2 blocker -5, Measles CPE 13, bCat KO growth 91, HCT116 PTEN-null 97, MRP-1 activ -0.4, NPY Y2 blocker 5, E-sel TNF inh -8 and Phagocyt inh 2.
Screening O=C(/C=C/c1ccco1)Nc1sc2c(c1C(=O)O)CCC2 returned Yeast lifespan up 20, Yeast growth inh 3, GALR2 blocker 0, Measles CPE 10, bCat KO growth 98, HCT116 PTEN-null 87, MRP-1 activ -3.2, NPY Y2 blocker 0, E-sel TNF inh -21 and Phagocyt inh 1.
`CCOC(=O)c1ccc(-c2c(C(=O)OCC)oc3cc(O)c(CC)cc3c2=O)o1` gave Yeast lifespan up -8, Yeast growth inh -16, GALR2 blocker 11, Measles CPE 1, bCat KO growth 82, HCT116 PTEN-null 116, MRP-1 activ 1.7, NPY Y2 blocker 6, E-sel TNF inh -12 and Phagocyt inh 3.
`CCOC(=O)c1[nH]c2cc(OC)c(OC)cc2c1NC(=O)c1ccc2c(c1)OCO2` gave Yeast lifespan up -7, Yeast growth inh -25, GALR2 blocker 3, Measles CPE 9, bCat KO growth 102, HCT116 PTEN-null 112, MRP-1 activ -1.6 and NPY Y2 blocker 4.
`COc1cc(NC(=O)c2ccccc2-c2ccccc2)cc(OC)c1` gave Yeast lifespan up -2, Yeast growth inh -33, GALR2 blocker -7, Measles CPE 8, bCat KO growth 92, HCT116 PTEN-null 87, MRP-1 activ -1.3, NPY Y2 blocker 3 and Phagocyt inh -6.
